NCI-60 one-dose screen, 48 h, at 10 µM unless noted. Numbers give growth in % (100 = growth as untreated, 0 = no growth, -100 = all killed).
OVCAR-8: OVCAR-8 ovarian cancer; hit rate 4.4% among 81,000
CAKI-1: CAKI-1 renal cancer; hit rate 4.7% among 75,000; AID 1794772
ACHN: ACHN renal cancer; hit rate 4.9% among 81,000; AID 1794771
OVCAR-5: OVCAR-5 ovarian cancer. hit rate 2.9% among 82,000. AID 1794783
A498: A498 renal cancer cells; hit rate 5.4% among 76,000
RXF 393: RXF 393 renal cancer cells; hit rate 6.9% among 77,000
OVCAR-4: OVCAR-4 ovarian cancer cells; hit rate 3.7% among 80,000
OVCAR-3: OVCAR-3 ovarian cancer; hit rate 7% among 79,000
* hit, by the source's call; . = no result given; & = joins results of further samples. The calls were made as follows: active = growth percent below 10; inactive = the rest.

SMILES	OVCAR-8	CAKI-1	ACHN	OVCAR-5	A498	RXF 393	OVCAR-4	OVCAR-3
CC(=O)c1ccc(N2CCN(C)CC2)cc1	109	111	116	113	92	123	114	111
O=C1NC(=O)C(=Cc2cccn2CCCCn2c3ccccc3c(=O)c3ccccc32)C(=O)N1	86	83	93	92	88	81	87	97
CC1=C(CNO)C2=C(C)C3(CC3)[C@@](C)(O)C(=O)C2=C1	35	-9.3*	-48*	1.0*	-71*	-70*	-8.4*	-16*
CCC(=O)Nc1ccc(Cl)c(Cl)c1	100	97	98	93	90	101	118	107
CC(C)[C@H](NC(=O)c1cn(CCC2CCCCC2)c2ccccc12)C(N)=O	87	.	88	92	78	102	73	81
O=C1C(Cl)=C(N2CCOCC2)C(=O)c2ccccc21	68	6.9*	78	119	94	129	38	-58*
COc1cccc(N=C(N)N[N+](=O)[O-])c1	97	90	99	105	126	101	101	112
Cc1cccc(C)c1CCl	108	99	121	108	109	108	101	106
CCCCCCCCCCNCCC (tested in a mixture with another compound)	112	93	109	103	126	105	112	109
Clc1ccc(NC2OOC3(OOC2Nc2ccc(Cl)cc2)C2CC4CC(C2)CC3C4)cc1 (stereo unspecified)	99	88	61	93	94	110	97	95

Record cards (already shown).
`Clc1ccc(NC2OOC3(OOC2Nc2ccc(Cl)cc2)C2CC4CC(C2)CC3C4)cc1` (stereo unspecified) as listed: OVCAR-8: 99; CAKI-1: 88; ACHN: 61; OVCAR-5: 93; A498: 94; RXF 393: 110; OVCAR-4: 97; OVCAR-3: 95
`Cc1cccc(C)c1CCl` as listed: OVCAR-8: 108; CAKI-1: 99; ACHN: 121; OVCAR-5: 108; A498: 109; RXF 393: 108; OVCAR-4: 101; OVCAR-3: 106

More entries follow:
SMILES	OVCAR-8	CAKI-1	ACHN	OVCAR-5	A498	RXF 393	OVCAR-4	OVCAR-3
CN1CCC2(CC1)C(C#N)C(=O)NC(=O)C2C#N (stereo unspecified)	99	92	110	104	96	104	97	117
S=P(N1CCOCC1)(N1CC1)N1CC1	98	82	97	105	111	107	112	95
N#CC(CCN1CCCCC1)(c1ccccc1)c1ccccc1	95&104	99&101	103&107	93&101	79&112	94&108	93&97	105&110
CCOC(C(=O)O)(c1ccccc1)c1ccccc1	91	101	94	92	90	115	116	112
CCCCN(CCCC)CC(O)c1ccccc1 (stereo unspecified)	109	107	102	94	83	116	95	108
CC1=C2C(=O)[C@](C)(CO)C=C2C(=O)[C@](C)(O)C12CC2	33	46	-22*	10	-36*	-83*	44	4.4*
CN(C)[C@@H]1C(=O)C(C(=O)NCN(CCCl)CCCl)=C(O)[C@@]2(O)C(=O)C3=C(O)c4c(O)cccc4[C@@](C)(O)[C@H]3C[C@@H]12	74&79	62	74&84	96&103	114&106	85&98	99&98	90&91
CC/C(=C/c1ccc(OC)c(OC)c1)[N+](=O)[O-]	108	98	102	97	87	116	112	114
ClCCN(CCCl)C(c1ccccc1)c1ccc(Cl)cc1 (stereo unspecified)	78	10	29	118	.	88	97	92
COP(=O)(OC)C(O)C(Cl)(Cl)Cl (stereo unspecified)	105&91	105&92	109&86	96&135	93&106	97&90	113&79	113&91
O=C1OCC(Cl)=C1Cl	105	101	106	109	95	105	96	115
C#CC1(O)CCCC(C)C1 (stereo unspecified)	103	94	106	95	84	92	96	107
COCCOC(=S)SSC(Cl)(Cl)Cl	98	92	102	108	123	117	115	107
CCN(CC)CC(O)c1ccc(Cl)c(Cl)c1 (stereo unspecified)	103	95	101	100	106	103	106	116
CC1CCCN(C(c2ccccc2)C(O)c2ccccc2)C1 (stereo unspecified)	103	.	112	101	109	108	108	113
CCN(CC)CCc1ccncc1	102	116	106	96	103	111	.	110
CC(C)c1cccc(C(C)C)c1O	102	88&95	105&104	112&106	113&112	109	95&107	101&112
N#CC1=C(C#N)C(=O)C(Cl)=C(Cl)C1=O	99	108	108	113	90	.	105	120
CNC(=O)Oc1cccc2ccccc12	91	100	93	116	105	115	95	109
CC1CN1P(=S)(c1ccccc1)N1CC1C (stereo unspecified)	99&98	94&103	102&106	94&104	87	103&120	101	102&132

No new results follow: entries from further up.
SMILES	OVCAR-8	CAKI-1	ACHN	OVCAR-5	A498	RXF 393	OVCAR-4	OVCAR-3
CCCCN(CCCC)CC(O)c1ccccc1 (stereo unspecified)	109	107	102	94	83	116	95	108
CC1=C2C(=O)[C@](C)(CO)C=C2C(=O)[C@](C)(O)C12CC2	33	46	-22*	10	-36*	-83*	44	4.4*
CN(C)[C@@H]1C(=O)C(C(=O)NCN(CCCl)CCCl)=C(O)[C@@]2(O)C(=O)C3=C(O)c4c(O)cccc4[C@@](C)(O)[C@H]3C[C@@H]12	74&79	62	74&84	96&103	114&106	85&98	99&98	90&91
CC/C(=C/c1ccc(OC)c(OC)c1)[N+](=O)[O-]	108	98	102	97	87	116	112	114
ClCCN(CCCl)C(c1ccccc1)c1ccc(Cl)cc1 (stereo unspecified)	78	10	29	118	.	88	97	92
COP(=O)(OC)C(O)C(Cl)(Cl)Cl (stereo unspecified)	105&91	105&92	109&86	96&135	93&106	97&90	113&79	113&91
O=C1OCC(Cl)=C1Cl	105	101	106	109	95	105	96	115
C#CC1(O)CCCC(C)C1 (stereo unspecified)	103	94	106	95	84	92	96	107
COCCOC(=S)SSC(Cl)(Cl)Cl	98	92	102	108	123	117	115	107
CCN(CC)CC(O)c1ccc(Cl)c(Cl)c1 (stereo unspecified)	103	95	101	100	106	103	106	116
CC1CCCN(C(c2ccccc2)C(O)c2ccccc2)C1 (stereo unspecified)	103	.	112	101	109	108	108	113
CCN(CC)CCc1ccncc1	102	116	106	96	103	111	.	110
CC(C)c1cccc(C(C)C)c1O	102	88&95	105&104	112&106	113&112	109	95&107	101&112
N#CC1=C(C#N)C(=O)C(Cl)=C(Cl)C1=O	99	108	108	113	90	.	105	120
CNC(=O)Oc1cccc2ccccc12	91	100	93	116	105	115	95	109
CC1CN1P(=S)(c1ccccc1)N1CC1C (stereo unspecified)	99&98	94&103	102&106	94&104	87	103&120	101	102&132

Next compounds.
SMILES	OVCAR-8	CAKI-1	ACHN	OVCAR-5	A498	RXF 393	OVCAR-4	OVCAR-3
COCOCP(=O)(OC)OC	103	85	114	101	98	108	83	108
COc1cc2c(cc1OC)C13CCN4CC5=CCOC6CC(=O)N2C1C6C5CC43 (stereo unspecified)	113&100	104&103	107&100	84&98	87&108	127	102&113	107&115
COc1ccc(CC(C)NCC(O)c2ccc(O)c(O)c2)cc1 (stereo unspecified)	100	104	98	97	116	113	104	96
COP(=S)(OC)Oc1ccc(SC)c(C)c1	.	93	101	93	94	107	.	104
c1ncc2n[pH]nc2n1 (stereo unspecified)	98	91	95	104	133	110	103	119
O=C1Nc2ccsc2C(c2ccccc2)=N[C@H]1Cc1ccccc1	99	80	90	93	95	72	94	95
CCSC[C@H]1C[C@](O)(c2cn(S(=O)(=O)c3ccc(C)cc3)c3ccccc23)C(=O)O1	99	97	96	79	100	97	109	103
[Cl][Hg][c]1ccc2ccccc2c1	-44*	-94*	-86*	-14*	-9.2*	-97*	-90*	-98*
C/C(Cc1ccc(Cl)cc1)=C(\c1ccc(OCCN2CCOCC2)cc1)c1ccc(OC(=O)Cc2ccccc2)cc1	92	72	104	91	99	95	101	101
CCc1nn[nH]n1	110	96	110	102	97	114	99	107
CCC1CN1CCCCN1CC1CC (stereo unspecified)	101	100	100	102	115	105	102	107
S=C(SSC(=S)N1CCCCC1)N1CCCCC1	92	96	106	114	105	114	85	105
CCCCCC(C)NC(=O)CCl (stereo unspecified)	103	105	95	94	109	103	99	108
Cc1cccc(C)c1OC(=O)C(Cl)(Cl)Cl	100	92	105	111	117	98	112	111
O=[N+]([O-])c1cc[n+]([O-])c2ccccc12	-31*	-28*	-42*	-14*	-35*	-87*	-100*	4.6*
CCN(CC)CCOC(=O)C(OCCCc1ccccc1)(c1ccccc1)c1ccccc1	99	72	94	91	54	95	78	94
CC1(C)COC(=O)C1Cl (stereo unspecified)	110	93	100	105	108	121	102	109
Oc1ccccc1-c1ccccc1	98&100	121&97	104&95	109&105	108&86	106&99	104&108	116&103
Cc1[nH]c2ccccc2c1CN(C)C	106	85	108	109	99	109	97	107
CC[PH+](CC)CC.O=COC1OC([S-])C(OC=O)C(OC=O)C1OC=O.[Au+] (stereo unspecified)	1.4*	-93*	-100*	-98*	-82*	-91*	-90*	-92*
C1CN2CCOB(O1)OCC2	100	98	108	107	69	100	101	100
c1cc2c(c3c1CCNC3)OCO2	107	91	111	108	118	104	110	118
C1CC[N-]CC1.C1CC[N-]CC1.C1CC[N-]CC1.C1CC[N-]CC1.[Cl][Rh][Cl]	36	99	79	49	98	80	49	69
C=CC12CCN(CC1)C(C(O)c1ccnc3ccc(OC)cc13)C2 (stereo unspecified)	92	70	80	88	57	46	77	94
CC(C)[C@]12CC(=O)[C@@H](C)[C@@H]1C2	112	99	108	110	91	109	97	102
CCCC(=O)C1(c2ccccc2)CCNCC1	104	.	110	101	90	130	.	123
CCOC(=O)CC(SP1(=S)OCC2(CC=CCC2)CO1)C(=O)OCC (stereo unspecified)	104	.	102	98	97	116	113	108
Clc1ccccc1CC(c1ccccc1)N1CCCCC1 (stereo unspecified)	104	.	101	90	107	.	89	95
CC/C(=C/c1ccc2c(c1)OCO2)[N+](=O)[O-]	112	101	109	102	91	.	111	104
ClC(CN1CCCCC1)C(Cl)c1ccccc1 (stereo unspecified)	88	101	93	107	56	84	93	104
CC(C)(N)Cc1ccccc1Cl	94	90	98	87	109	105	103	116
O=P(Oc1ccccc1)(Oc1ccccc1)Oc1ccccc1Cl	100	99	114	108	65	101	105	105
COC(=O)[C@@]1(C)CC[C@]2(C)CC[C@]3(C)C4=CC=C5C(=CC(=O)C(O)=C5C)[C@]4(C)CC[C@@]3(C)[C@@H]2C1	-73*	.	-100*	-93*	-98*	-84*	-95*	-92*
O=C(O)c1c(Cl)n(Cc2ccc(Cl)cc2)c2ccc(O)cc12	92	79	93	89	112	63	98	97
Nc1ccccc1Cl	107	101	98	106	131	119	109	116
CN(C)C1CCc2[nH]c3c(F)cc(F)cc3c2C1 (stereo unspecified)	97	104	103	99	91	101	106	107
O=C(Nc1cccc(S(=O)(=O)F)c1)c1ccc([N+](=O)[O-])cc1	93	76	86	103	91	86	101	97
O=C(Cc1ccccc1)c1ccccc1	108	101	107	108	64	103	99	106
CS(=O)(=O)C(Cl)(Cl)Cl	94	96	107	96	14	86	94	107
CN1C(=O)[C@@H](NC(=O)c2cc3ccccc3[nH]2)N=C(c2ccccc2)c2ccccc21	66	68	79	68	79	33	.	73
C(=NC1CCCCC1)=NC1CCCCC1	77&124	89&91	97	91&90	51&104	95&109	60&107	73&117
C[C@@H]1C[C@H]2C(=CC1=O)CC[C@@H]1[C@@H]2CC[C@]2(C)[C@@H](O)CC[C@@H]12	92	61	91	81	82	72	97	106
[Cl][Hg][c]1cc(Br)cc(Br)c1	70	.	.	118	75	-18*	49	-7.9*
Cc1ccc(S(=O)(=O)F)cc1	96	93	99	.	116	97	99	117
O=c1cccc2n1C[C@H]1C[C@@H]2CN2CCCC[C@@H]12	101	108	107	100	107	103	106	104
O=C(CCCCCCC(=O)Nc1ccc(N(CCCl)CCCl)cc1)NO	19	23	17	54	54	-4.0*	45	42
CC12OOC(c3ccccc31)c1c2ccc2ccccc12 (stereo unspecified)	.	-56*	-100*	66	133	67	-58*	-92*
CC(Br)(C(=O)O)C(Br)C(=O)O (stereo unspecified)	102	111	101	108	110	107	114	107
COc1ccc(C(C)(C)CC(C)(C)C)cc1	103	108	101	101	109	103	110	105
COc1cc(OC)c(S(=O)(=O)N(CCCl)CCCl)cc1C1=NN(C(N)=S)C(c2ccc(Cl)cc2)C1 (stereo unspecified)	91	67	96	94	99	85	84	97
Next records
SMILES	OVCAR-8	CAKI-1	ACHN	OVCAR-5	A498	RXF 393	OVCAR-4	OVCAR-3
Fc1ccc2c(c1)c(-c1nc(-c3c[nH]c4ncccc34)cs1)cn2CCCCN1CCCCC1	-83*	.	-97*	-68*	63	-73*	-24*	-84*
CC1CC2CC(=O)CCC2(C)C2CCC3(C)C(CCC3(C)O)C12 (stereo unspecified)	97	72	93	83	78	95	80	117
CN1CCN(c2ncnc3[nH]ccc23)CC1	100	85	105	99	81	112	111	112
COP(=O)(CCBr)OC	105	92	117	108	113	98	93	117
N#CC(C#N)=Cc1c[nH]c2ccccc12	95	97	95	95	85	98	94	92
CN(C)Cc1c[nH]c2ccc(OCc3ccccc3)cc12	83	87	92	83	79	74	99	89
Cc1ccncc1/C=N/O	91	97	101	100	99	108	108	108
O=[N+]([O-])/C=C/c1ccccc1Cl	101	94	113	105	113	108	101	105
CCc1ccc([N+](=O)[O-])cc1	111	101	93	90	94	116	104	110
CN(C)c1ccc(C=C(C#N)C#N)cc1	100	78	102	98	96	105	117	112
O=[N+]([O-])c1ccc(OP(=O)(O)Oc2ccc([N+](=O)[O-])cc2)cc1	97	103	108	119	106	117	110	112
CC(=O)O[C@@H]1C[C@H]2O[C@@H]3C=C(C)CC[C@]3(C)[C@]1(C)[C@]21CO1	8.4*	.	23	84	35	4.1*	-1.9*	15
CC(C)(O)CNC1CCCCC1	102	104	106	103	120	108	124	122
COc1cc(C(=O)N/N=C/c2ccc(N(CCCl)CCCl)cc2)cc(OC)c1OC	99	83	85	111	73	100	97	81
O=[As]c1ccc(C(=O)O)cc1 (stereo unspecified)	99	.	95	98	113	100	107	118
NC(=O)Nc1ccc([As](Sc2ccccc2C(=O)O)Sc2ccccc2C(=O)O)cc1	94	98	96	96	97	107	100	111
O=C(/C=C/c1sc(N(CCCl)CCCl)nc1Cl)c1ccc(Cl)cc1	90	87	102	101	107	120	108	99
CCOC12CC3C4=CCOC5CC(=O)N6c7ccccc7C1(CCN2C4)C6C53 (stereo unspecified)	103	97	100	96	100	104	104	97
S=P1(Oc2ccccc2)OCCO1	98	90	100	103	114	100	104	105
O=[N+]([O-])c1ccc(O)c([N+](=O)[O-])c1 (tested in a mixture with another compound)	97	89	106	95	95	134	101	102

Screens from PubChem BioAssay.

Not all compounds are listed; rates above refer to the full screens.
